From PubChem
SRC1 inh: human NCOA1 inhibition. inhibition, % at 3.6 µM. HEK293 GAL4-SRC1 luciferase reporter, luminescence. 360,000 tested, 0.12% active;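 active = inhibition above the campaign mean plus 3 SD, with each screening campaign given its own cutoff, cut at about 60% in these data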;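 also: 0% = DMSO treated cells and 100% = gossypol at 36 µM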
COUP-TFII inh: inhibitors of human COUP-TFII (NR2F2) | P24468 | 370,000 tested, 0.7% active | AID 686940 | HEK293T NGFI-A luciferase reporter, luminescence | inhibition, % at 8.6 µM;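 active = inhibition above a per-plate cutoff, mean inhibition of test wells between control levels plus 3 SD, cut at about 38% in these data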;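 also: cells cotransfected with COUP-TFII expression vector driving the NGFI-A reporter; 0% = median of COUP-TF2 test wells and 100% = reporter-only cells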
TWEAK-Fn14 inh: TWEAK-Fn14 signaling inhibition | TWEAK-stimulated Fn14 reporter cells, luciferase luminescence, 8 h | inhibition, % at 10 µM | 360,000 tested, 2% active; in the data active = inhibition above about 50%
SRC2 inh: human SRC2 (NCOA2) inhibition; Q15596; HEK293 GAL4-SRC2 luciferase reporter, luminescence; inhibition, % at 9 µM; 370,000 tested, 0.17% active; AID 651957;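 active = inhibition above the mean inhibition of all tested compounds plus 3 SD, set per campaign, cut at about 52% in these data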;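 also: 0% = DMSO treated cells and 100% = cells given Gossypol at 36 µM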
TROY NFkB inh: inhibitors of TROY-dependent NF-kB signaling. inhibition, % at 10 µM. AID 1347056. 360,000 tested, 0.98% active. Q293 LMP1-TROYcd NF-kB luciferase reporter, 4 h;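 active = compounds whose plate-normalised and pattern-corrected inhibition of the luciferase reporter signal at the single screening dose is 50% or more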
LRH-1 inv ag: NR5A2 inverse agonism in reporter assay. O00482. HEK293T StAR-luciferase reporter, LRH-1 transfected, 24 h. inhibition, % at 3.6 µM. 360,000 tested, 0.13% active. AID 602396;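 active = inhibition above the mean inhibition of all tested compounds plus 3 SD, cut at about 73% in these data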;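 also: 0% = DMSO wells and 100% = reporter-only cells lacking LRH-1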
Target sequence (O00482 whole entry, looked up): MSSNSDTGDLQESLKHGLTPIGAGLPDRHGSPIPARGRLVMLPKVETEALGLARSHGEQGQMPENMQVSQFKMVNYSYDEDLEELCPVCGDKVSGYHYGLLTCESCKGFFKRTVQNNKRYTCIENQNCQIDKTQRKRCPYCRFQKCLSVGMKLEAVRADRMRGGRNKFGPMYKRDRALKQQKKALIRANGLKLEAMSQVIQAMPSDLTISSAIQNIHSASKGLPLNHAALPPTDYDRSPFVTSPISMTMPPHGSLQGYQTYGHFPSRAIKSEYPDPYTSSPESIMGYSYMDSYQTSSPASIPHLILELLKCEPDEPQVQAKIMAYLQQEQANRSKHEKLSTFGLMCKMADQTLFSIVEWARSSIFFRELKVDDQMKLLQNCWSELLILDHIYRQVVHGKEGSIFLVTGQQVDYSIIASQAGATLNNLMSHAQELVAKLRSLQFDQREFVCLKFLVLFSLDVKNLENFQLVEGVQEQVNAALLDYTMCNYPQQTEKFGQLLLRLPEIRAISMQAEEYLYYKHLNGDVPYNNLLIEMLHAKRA
NOD2 RIPK2 PPI: inhibitors of human NOD2-RIPK2 interaction; AID 624267; CHO BLA complementation NOD2-RIPK2, CCF4 ratio; 360,000 tested, 0.38% active; O43353; inhibition, % at 4.98 µM; in the data active = inhibition above about 21%;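 also: 0% = vehicle only and 100% = reference blocker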
Target sequence (O43353 whole entry, looked up): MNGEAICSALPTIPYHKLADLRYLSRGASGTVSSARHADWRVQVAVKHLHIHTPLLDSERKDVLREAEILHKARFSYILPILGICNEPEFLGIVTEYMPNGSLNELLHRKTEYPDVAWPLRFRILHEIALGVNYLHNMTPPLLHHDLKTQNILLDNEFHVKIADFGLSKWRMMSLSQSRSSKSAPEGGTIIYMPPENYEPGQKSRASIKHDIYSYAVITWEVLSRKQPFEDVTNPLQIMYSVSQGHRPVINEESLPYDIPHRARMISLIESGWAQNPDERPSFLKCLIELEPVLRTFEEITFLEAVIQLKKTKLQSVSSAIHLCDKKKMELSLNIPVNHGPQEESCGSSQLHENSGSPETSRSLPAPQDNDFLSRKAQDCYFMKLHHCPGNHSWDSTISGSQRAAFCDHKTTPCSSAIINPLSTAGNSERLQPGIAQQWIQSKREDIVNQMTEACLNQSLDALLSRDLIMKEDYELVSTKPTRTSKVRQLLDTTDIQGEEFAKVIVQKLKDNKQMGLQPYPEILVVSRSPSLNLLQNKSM
TLR9-MyD88 inh: blocks human TLR9 binding to MyD88; CHO BLA complementation TLR9-MyD88, CCF4 FRET ratio; Q9NR96+Q99836; AID 504734; 340,000 tested, 0.21% active; inhibition, % at 4.98 µM;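 active = inhibition above the mean over all tested compounds plus 3 SD, cut at about 21% in these data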;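 also: 0% = DMSO only wells and 100% = clavulanate BLA inhibitor control wells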
LMP1 NFkB inh: reduces LMP1-driven NF-kappaB luciferase signal | inhibition, % at 12.5 µM | 350,000 tested, 0.69% active | AID 504558 | LMP1-induced NF-kappaB luciferase reporter cells, luminescence; in the data active = inhibition above about 41%;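 also: 0% = neutral control wells and 100% = reference inhibitor control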
SRC3 inh: human NCOA3 inhibition | Q9Y6Q9 | HEK293 GAL4-SRC3 luciferase reporter, luminescence | inhibition, % at 3.6 µM | 360,000 tested, 0.17% active;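 active = inhibition above a per-campaign cutoff, the mean of all compounds plus 3 SD, cut at about 60% in these data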;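 also: 0% = DMSO-treated cells and 100% = gossypol-treated cells at 36 µM; higher means less SRC3-driven luciferase light from the GAL4 reporter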
C8 TRAIL sens: sensitizes caspase-8 expressing cells to TRAIL | NB7+C8 cells + TRAIL, ATPlite viability luminescence | inhibition (viability loss, TRAIL sensitization), % at 10 µM | 360,000 tested, 1% active | AID 624354;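 active = compounds causing at least 50% loss of cell viability in the single-dose screen, relative to plate controls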
The depositor's hits bear a star; . = not tested or not shown. Only part of the results is shown, so the mix of outcomes need not match the whole.

Each structure is followed by: SRC1 inh, COUP-TFII inh, TWEAK-Fn14 inh, SRC2 inh, TROY NFkB inh, LRH-1 inv ag, NOD2 RIPK2 PPI, TLR9-MyD88 inh, LMP1 NFkB inh, SRC3 inh, C8 TRAIL sens
(1) Cc1cc(C)n2nc(NCc3cccc(Br)c3)nc2n1
    -45, 7, -18, -5, 80*, -16, 2, -3, -1, -3, -5
(2) COc1ccccc1N1CCN(C(=O)c2sc3nc(-c4ccccc4)cn3c2C)CC1
    -2, 20, 1, -3, 13, 5, -8, -7, 7, 14, 3
(3) COc1cccc(-c2nc3nc(C)cc(C)n3c2Nc2c(C)cccc2C)c1
    ., 20, -13, 8, -33, 23, 4, ., ., ., -8
(4) Cn1ccc(-c2cc(C(=O)O)c3ccccc3n2)n1
    -4, 19, 3, -3, -25, 15, -5, -4, 1, -1, -1
(5) O=C(CNC(=O)c1ccc(Br)o1)NCC(=O)OCc1ccccc1
    -5, -17, -3, -5, -15, 14, -9, 7, -1, -13, 5
(6) CN(C)Cc1c(O)ccc2c(=O)c(-c3ccccc3Cl)c(C(F)(F)F)oc12
    -6, -14, -3, -19, 14, -10, 1, 0, -8, -6, -13
(7) NC(=O)COn1c(SCC(N)=O)nc2ccccc2c1=O
    4, -2, -5, 2, 10, 17, -6, 3, 1, 8, -16
(8) OCCCc1nc2ccccc2n1CCc1ccccc1
    7, 2, -9, 7, -9, -24, -1, 1, -2, 8, -19
(9) O=C(COc1ncnc2cc([N+](=O)[O-])ccc12)NCc1ccc2c(c1)OCO2
    -9, 16, -17, -9, 1, -2, -3, -15, 13, 2, -14
(10) O=C(NCc1ccc(F)cc1)c1cc(C2CCCN(C(=O)C3CCCCC3)C2)on1 (stereo unspecified)
    -3, 19, -27, -2, 6, -4, -8, ., ., 12, 8
(11) CCOc1ccc(C)cc1S(=O)(=O)Nc1cccnc1
    -8, 3, -5, 3, 2, -16, -1, 9, 0, -6, 13
(12) CCc1nnc(NS(=O)(=O)c2ccc(NC(=O)/C=C/c3ccc(F)cc3)cc2)s1
    -2, 19, 3, -1, -14, -17, -6, -4, -13, 19, -13
(13) CCOC(=O)c1[nH]cnc1C(=O)NCc1ccccc1
    4, -9, 9, 8, -9, 3, -4, -2, -4, 3, 0
(14) Cc1cccc(NC(=O)CN(C)C(=O)Cc2ccc(-c3ccccc3)cc2)c1C
    -11, 11, -4, 0, -12, -4, 3, 5, 7, 4, -4
(15) Cc1ccccc1-n1ncc2c(SCC(=O)NCc3cccs3)ncnc21
    -6, 10, 13, -13, 4, -33, -3, -8, -1, 14, -5
(16) CS(=O)(=O)N(CC(=O)N1CCN(C(c2ccccc2)c2ccccc2)CC1)C1CCCCC1
    4, 4, 5, -29, 10, 8, -7, 10, -6, 13, -9
(17) CC1=NN(c2ccccc2)C(=O)/C1=C\c1cn(-c2ccccc2)nc1C
    3, -2, -18, -20, -6, 5, -8, -8, 1, 9, 1
(18) CC1Cc2ccccc2N1C(=O)CCS(=O)(=O)c1cccc2nonc12 (stereo unspecified)
    7, -2, -1, -14, -6, -13, -11, -4, -8, -3, 9
(19) Cc1ccc(NC(=O)c2oc3ccccc3c2NC(=O)c2ccc3c(c2)OCO3)cc1
    -35, -14, 15, -24, -30, -44, 2, 4, -8, -1, 3
(20) Cc1cc([N+](=O)[O-])c(C)cc1-c1ccc(/C=N/n2cnnc2)o1
    -6, -2, -66, -6, 0, 0, 2, 1, 19, -9, 0
(21) COc1ncccc1C(=O)N1CCCC(N2CCN(c3ccc(F)cc3)CC2)C1 (stereo unspecified)
    -16, 20, 13, 14, -23, 12, 7, -6, 9, 27, -30
(22) CSCCC1NC(=O)N(CC(=O)Nc2cccc3ccccc23)C1=O (stereo unspecified)
    -5, 11, -20, 3, -20, -2, -6, -10, 6, -7, 0
(23) CC(C)CC(=O)NC(Nc1ccccc1F)C(Cl)(Cl)Cl (stereo unspecified)
    9, 10, 2, -2, 13, 11, -6, -6, 1, 15, 1
(24) Cc1ccc(-n2c(=O)[nH]cc(C(=O)Nc3ccc4c(c3)OCO4)c2=O)cc1C
    12, 1, 1, 10, -3, 15, 2, -1, 10, -17, -30
(25) O=C(CCNC(=O)c1ccc(Br)cc1)NC1CCCCCC1
    -3, -13, 5, -9, 2, -6, -10, -11, 2, 8, -9
(26) CCCCc1nc2cc(C(=O)NCCc3c(C)n[nH]c3C)ccc2o1
    -13, 20, -24, -33, -14, 1, -4, 0, -9, 11, -3
(27) C=CCNC(=O)c1sc(=S)n(-c2ccc(C(=O)OCC)cc2)c1N
    9, 14, -30, 6, -9, -13, -6, 1, -1, 30, -2
(28) Cc1cc(C)c2c(n1)SCC(=O)N2CC(=O)Nc1ccccc1Cl
    3, 5, -11, -10, -4, -6, -4, -9, -5, -3, 1
(29) O=C(COc1ccccc1)N(Cc1cc2ccccc2[nH]c1=O)CC1CCCO1 (stereo unspecified)
    -17, -5, 3, 1, -1, 2, -8, -3, -2, 17, -8
(30) Cn1ccnc1Sc1ccccc1[N+](=O)[O-]
    8, 14, 9, 7, 24, 10, 0, -8, -3, 14, -2
(31) O=C(O)CCn1c(SCc2cc(=O)n3ccccc3n2)nc2ccsc2c1=O
    12, 6, -4, -15, 10, -1, 2, 4, 13, -6, -4
(32) O=C(NCc1ccco1)C1CC(c2ccccc2O)=NO1 (stereo unspecified)
    -1, 0, 7, -10, 27, 6, 6, 5, -7, 6, -7
(33) O=C1C(C=NCCCn2ccnc2)=C(O)c2ccccc21
    -15, 12, 7, 6, 5, -38, -7, -2, -3, -8, -3
(34) CN1N=C(C(=O)N2CCCC(Nc3ccc(F)c(F)c3)C2)CCC1=O (stereo unspecified)
    -14, 4, 4, -25, -2, 8, 2, -3, 3, -3, 22
(35) CCCCCCSc1cc(-c2nc3cc(C)ccn3c2NC2CCCCC2)ccc1OC
    -1, 4, -16, -1, -16, 7, -3, 0, 8, -2, 20
(36) Cc1ccc([N+](=O)[O-])cc1S(=O)(=O)Nc1ccccn1
    4, ., 8, ., -34, 19, 0, -1, 2, 1, -2
(37) Nc1nc(=O)n(C2CCCO2)cc1Br (stereo unspecified)
    -6, 4, -14, 9, -3, -18, 4, 1, 1, -37, 1
(38) CS(=O)(=O)NN1C(=O)c2ccccc2NC1c1cccs1 (stereo unspecified)
    6, -11, 16, 11, 5, -9, 4, -14, 0, 10, -6
(39) COCCCN=C1NN=C(c2cc(C)n(-c3ccccc3F)c2C)CS1
    -42, 5, 59*, -53, 6, -113, -3, -1, 33, -31, 53*
(40) COc1ccc(-c2cc3c(=O)n(CC(=O)NC4CCN(Cc5ccccc5)CC4)ncn3n2)cc1
    -3, 6, 7, 5, -13, -1, 3, 0, -14, -3, 7
(41) Cc1cc(C)c2c(=O)[nH]c(=O)n(Cc3ccccc3)c2n1
    -16, -12, -29, -5, -1, 11, -15, -10, 21, 9, -12
(42) CCOC(=O)Nc1c(O)ccc2oc(C)c(-c3ccccc3)c12
    10, 0, 15, -9, -11, 3, -8, 13, 2, 18, -10
(43) Cc1ccc(S(=O)(=O)NCc2ccccc2)cc1C(=O)NCC1CCCO1 (stereo unspecified)
    -4, 8, 12, -6, -19, 16, -2, 3, -7, 12, 7
(44) CN(CC(=O)Nc1ccc(Cl)cc1)C(=O)c1cc(-c2cccs2)nn1-c1ccccc1
    -1, 11, 4, -4, 18, -22, -1, -2, 1, -24, 0
(45) COc1ccc2nc(C)cc(SCC(=O)N/N=C/c3ccco3)c2c1
    -4, -4, 17, 21, -3, -1, -7, -10, 9, -10, -10
(46) O=P(O)(CP(=O)(c1ccccc1)c1ccccc1)c1ccccc1O
    -16, 7, -7, -19, -8, -10, 1, 10, 0, 8, -9
(47) CCn1c(SCC(=O)N2CCN(c3ccc(F)cc3)CC2)nc2ccccc2c1=O
    12, -7, 10, 17, 6, 28, -1, -6, 6, 15, 6
(48) COC(=O)c1cc(S(=O)(=O)n2nc(C)c(Br)c2C)c(Cl)cc1Cl
    1, -8, -5, -12, -13, -11, 9, -15, 3, -11, 10
(49) C=CCN1C(=O)C(O)(CC(=O)c2c(C)n[nH]c2C)c2cc(Br)ccc21 (stereo unspecified)
    -17, -10, 9, -2, 1, 4, -1, -4, 5, 15, 23
(50) Cc1cc(NCCNC2=CC(=O)CCC2)nc2ccccc12
    -4, 0, 73*, -39, 6, -1, 2, 0, 2, 1, -6
(51) CCC(C)NC(=O)c1cc(Cl)c(NC(=O)C2=C(C)OCCS2)cc1OC (stereo unspecified)
    -15, 14, -9, -10, -16, 12, -6, 16, -5, -20, 3
(52) O=C(Cn1c(=O)n(CCc2c[nH]c3ccccc23)c(=O)c2cccnc21)Nc1ccccc1F
    0, -64, -11, -8, -21, -7, -1, -8, -9, -8, 6
(53) Cc1cc(C(=O)NNc2ccccc2F)no1
    22, 1, -1, -4, -5, 27, -10, 6, -25, 21, 5

An excerpt from further up, as a working copy:
Each structure is followed by: SRC1 inh, COUP-TFII inh, TWEAK-Fn14 inh, SRC2 inh, TROY NFkB inh, LRH-1 inv ag, NOD2 RIPK2 PPI, TLR9-MyD88 inh, LMP1 NFkB inh, SRC3 inh, C8 TRAIL sens
(31) O=C(O)CCn1c(SCc2cc(=O)n3ccccc3n2)nc2ccsc2c1=O
    12, 6, -4, -15, 10, -1, 2, 4, 13, -6, -4
(32) O=C(NCc1ccco1)C1CC(c2ccccc2O)=NO1 (stereo unspecified)
    -1, 0, 7, -10, 27, 6, 6, 5, -7, 6, -7

An excerpt from above in order of molecular weight, falling:
Each structure is followed by: SRC1 inh, COUP-TFII inh, TWEAK-Fn14 inh, SRC2 inh, TROY NFkB inh, LRH-1 inv ag, NOD2 RIPK2 PPI, TLR9-MyD88 inh, LMP1 NFkB inh, SRC3 inh, C8 TRAIL sens
(35) CCCCCCSc1cc(-c2nc3cc(C)ccn3c2NC2CCCCC2)ccc1OC
    -1, 4, -16, -1, -16, 7, -3, 0, 8, -2, 20
(51) CCC(C)NC(=O)c1cc(Cl)c(NC(=O)C2=C(C)OCCS2)cc1OC (stereo unspecified)
    -15, 14, -9, -10, -16, 12, -6, 16, -5, -20, 3
(45) COc1ccc2nc(C)cc(SCC(=O)N/N=C/c3ccco3)c2c1
    -4, -4, 17, 21, -3, -1, -7, -10, 9, -10, -10
(34) CN1N=C(C(=O)N2CCCC(Nc3ccc(F)c(F)c3)C2)CCC1=O (stereo unspecified)
    -14, 4, 4, -25, -2, 8, 2, -3, 3, -3, 22
(42) CCOC(=O)Nc1c(O)ccc2oc(C)c(-c3ccccc3)c12
    10, 0, 15, -9, -11, 3, -8, 13, 2, 18, -10
(53) Cc1cc(C(=O)NNc2ccccc2F)no1
    22, 1, -1, -4, -5, 27, -10, 6, -25, 21, 5

Compounds shown so far with a COOH group:
Each structure is followed by: SRC1 inh, COUP-TFII inh, TWEAK-Fn14 inh, SRC2 inh, TROY NFkB inh, LRH-1 inv ag, NOD2 RIPK2 PPI, TLR9-MyD88 inh, LMP1 NFkB inh, SRC3 inh, C8 TRAIL sens
(4) Cn1ccc(-c2cc(C(=O)O)c3ccccc3n2)n1
    -4, 19, 3, -3, -25, 15, -5, -4, 1, -1, -1
(31) O=C(O)CCn1c(SCc2cc(=O)n3ccccc3n2)nc2ccsc2c1=O
    12, 6, -4, -15, 10, -1, 2, 4, 13, -6, -4
